EBV gp42 block = blocks Epstein-Barr virus glycoprotein 42 binding. Q1HVG2. Fluorescence polarization binding assay, mP read-out. inhibition, % (tested at 21.74 µM). hit rate 0.42% among 220,000; in the data active = inhibition above about 50%
Target sequence (Q1HVG2 whole entry, looked up): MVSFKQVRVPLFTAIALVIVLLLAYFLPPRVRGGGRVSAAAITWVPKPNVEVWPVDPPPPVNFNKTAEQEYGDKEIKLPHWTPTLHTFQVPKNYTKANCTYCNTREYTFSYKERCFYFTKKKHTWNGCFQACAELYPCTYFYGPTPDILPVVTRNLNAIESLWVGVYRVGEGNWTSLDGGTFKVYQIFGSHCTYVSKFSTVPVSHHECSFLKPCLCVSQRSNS
PPC-1+TRAIL kill = PPC-1 cancer cell killing with TRAIL present | PPC-1 cells + TRAIL, ATPLite viability luminescence | hit rate 0.41% among 220,000 | cell killing (% activity), % at 4 µM;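 active = cell killing above 50% in the first pass at 4 µM, then a duplicate retest at 5 µM averaging 50% or more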;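 note: plate controls were cells with TRAIL plus DMSO for no effect and medium-only wells lacking cells for full effect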
KCC2 mod = modulators of human KCC2 chloride dependent transport; Q9H2X9; KCC2 cells, thallium flux FluoZin-2 fluorescence; B-score of Tl+ flux slope (higher = more flux/activation; lower = inhibition) at 10 µM; hit rate 2.2% among 190,000; AID 1456;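 active = thallium flux slope and its plate-corrected score both differing from the plate sample mean at a set confidence after two filtering rounds, in either direction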;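 note: slope of fluorescence scaled to starting intensity during 10 to 20 s after thallium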
TbHK1 inh = T. brucei hexokinase 1 inhibition; hit rate 0.11% among 220,000; recombinant TbHK1, G6PDH-coupled NADH A340; inhibition, % at 10 µM;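 active = inhibition of 50% or more in the single-dose primary screen; inactive = inhibition below 50%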
m-calpain inh = inhibitors of pig calpain II. purified calpain II, fluorogenic peptide substrate, 30 min. inhibition, % at 16 µM. hit rate 0.37% among 220,000. AID 1236;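 active = inhibition above about 50%, limit read from the data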
TRPML3 agonist = agonists of human TRPML3 channel; hit rate 0.29% among 220,000; HEK293 TRPML3-YFP, Fluo-8 calcium fluorescence; 100% = the carbachol control signal; activation, % at 3 µM; Q8TDD5;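 active = activation above its plate's cutoff, the mean activation of the plate's test wells plus 3 SD, cut at about 12% in these data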;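 note: 0% = DMSO only wells and 100% = carbachol wells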
Target sequence (Q8TDD5 whole entry, looked up): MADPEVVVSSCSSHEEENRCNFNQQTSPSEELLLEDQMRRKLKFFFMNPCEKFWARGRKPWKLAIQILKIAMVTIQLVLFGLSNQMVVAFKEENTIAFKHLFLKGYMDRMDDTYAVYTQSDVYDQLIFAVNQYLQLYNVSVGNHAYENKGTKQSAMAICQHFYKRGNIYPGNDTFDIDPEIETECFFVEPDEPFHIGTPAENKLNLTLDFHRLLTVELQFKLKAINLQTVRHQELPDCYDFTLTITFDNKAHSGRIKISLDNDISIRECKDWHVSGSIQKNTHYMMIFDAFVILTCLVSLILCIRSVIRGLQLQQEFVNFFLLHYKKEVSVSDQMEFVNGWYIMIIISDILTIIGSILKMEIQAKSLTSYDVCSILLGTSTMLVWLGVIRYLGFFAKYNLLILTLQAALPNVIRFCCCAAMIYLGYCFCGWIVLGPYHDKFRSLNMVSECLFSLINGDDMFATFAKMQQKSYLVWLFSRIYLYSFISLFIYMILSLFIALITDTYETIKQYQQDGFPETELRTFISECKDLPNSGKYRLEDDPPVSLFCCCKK
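system = HEK293 cells stably carrying human TRPML3-YFP | doses = one concentration, 3 µM nominal, 0.3% DMSO | timing = dye loading 1 h 37 °C then 30 min ambient, 125 s read | detection = Fluo-8 calcium dye fluorescence, ex 470-495, em 515-575 nm | benchmarks = high control carbachol 87 µM, low control DMSO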
Thrombin inh = blocks human thrombin protease activity; P00734; alpha-thrombin, Boc-VPR-AMC fluorogenic substrate cleavage; inhibition, % at 5 µM; hit rate 0.26% among 220,000; AID 1046;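 active = inhibition at or above 40%; inactive = inhibition below 40%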;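 note: 0% = enzyme with no compound and 100% = wells without enzyme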
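Material: human alpha-thrombin protein; Also added: Boc-VPR-AMC substrate, 15 µM final; Timing: enzyme reaction carried out at room temperature; Signal: fluorescence, ex 355 nm, em 460 nm; Measure: % inhibition of thrombin; Controls: enzyme without compound as high, wells lacking enzyme as low.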
Furin inhibitor = inhibitors of human furin; purified furin, fluorogenic substrate cleavage; inhibition, % at 30 µM; hit rate 0.061% among 220,000; AID 463115; in the data active = inhibition above about 25%; note: inactives centre near -15
TRPN1 ag = agonists of zebrafish TRPN1 channel; HEK293 zebrafish TRPN1-YFP, Fluo-8 calcium fluorescence; 100% = response to 87 µM carbachol; activation, % at 3 µM; hit rate 0.18% among 220,000;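 active = activation above its plate's cutoff, the mean activation of test wells on that plate plus 3 SD, cut at about 19% in these data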;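 note: 0% = DMSO alone and 100% = 87 µM carbachol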
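Control set: carbachol 87 µM as high control, DMSO as low control; system: HEK293 stable line with zebrafish TRPN1-YFP; read-out: % activation versus carbachol response; detection: intracellular calcium fluorescence with Fluo-8; doses: single test compound dose, 3 µM nominal, 0.3% DMSO; schedule: dye 1 h 37 °C plus 30 min RT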
* hit, by the source's call; . = not tested or not shown; [ ] = dose if it differs, or a comment. Rows were taken by chance (roughly 3.6% active in at least one column).

SMILES	EBV gp42 block	PPC-1+TRAIL kill	KCC2 mod	TbHK1 inh	m-calpain inh	TRPML3 agonist	Thrombin inh	Furin inhibitor	TRPN1 ag
CC(C)(C)c1ccc(C(=O)N2CCC(=O)N(C(CO)Cc3ccccc3)CC2)cc1 (centres undefined)	-8	9	-0.0084	5	20	2.1	-3	-12	11
Fc1ccc(-n2nnc(-c3nccs3)n2)cc1	-11	30	0.094	-1	3	0.4	-5	-34	0.1
COC(=O)c1ccc(NC(=O)C(OC)c2ccccc2)cc1 (centres undefined)	-1	29	0.52	4	-18	-0.6	-3	-18	-0.8
COc1ccc(NC(=O)/C(C#N)=C\c2cc(C)n(-c3ccc(Oc4ccc([N+](=O)[O-])cn4)cc3)c2C)cc1	0	1	.	-13	-19	-0.2	2	-13[20 µM]	1.0
CCCNCCC(c1ccco1)c1ccccc1OC (centres undefined)	-16	32	-0.042	1	0	-0.1	4	-5[20 µM]	-0.4
COc1ccc(/C=C/c2nc(-c3ccccc3O)n[nH]2)cc1OC	20	21	0.21	-20	-33	1.7	-10	-9	-0.1
COC(=O)c1ccc(CSc2nc(N)cc(N)n2)cc1	-10	18	.	-11	-20	0.3	5	-18[20 µM]	-0.8
CCc1ccc(C(=O)NCc2cccs2)s1	-3	-5	0.36	0	15	0.0	2	-12	-1.5
COc1ccc(N2CC(O)=C(c3nc(C)cs3)C2=N)cc1	-1	17	-0.15	-2	-20	0.2	1	-26	1.4
Cc1cc(C)nc(NC2=NCC(=O)N2c2cc(Cl)cc(Cl)c2)n1	-9	-16	-0.96	-2	-85	0.5	6	-23[20 µM]	0.8
COc1cc(CC2COC(c3ccc(O)c(OC)c3)C2COC(C)=O)ccc1O (centres undefined)	6	18	0.059	-1	-36	.	4	-31	.
CCOc1ccc(NC(=O)Cn2c(=O)oc3ccccc32)cc1	-7	13	0.16	-3	-4	0.9	-8	-17[20 µM]	0.6
COc1cc(OC)cc(/C(N)=N/O)c1	-11	8	-0.65	-7	0	0.6	-3	-15	-0.1
Cc1ccc(NC(=O)C2CC(=O)N(C(C)C)C2)cc1Cl (centres undefined)	-12	-6	0.65	8	-1	0.7	2	-6	1.1
COc1ccccc1-c1nc(C#N)c(N2CCC(Cc3ccccc3)CC2)o1	-14	2	.	-6	-41	-0.9	0	-38	-1.8
CCN(CC)c1ccc(NC(=O)c2ccccc2)cc1S(=O)(=O)Nc1ccccc1OC	-29	25	0.16	2	-17	1.1	-3	-21	-0.5
Nc1nc(NC(=O)CCCC(=O)O)nn1-c1ccccc1	5	-10	0.32	-1	-1	0.6	-11	-24	-0.3
CCOC(=O)Cc1cc(OC)c(OC)cc1Cc1cc(OC)c(OC)cc1CC(=O)OCC	-6	6	0.058	0	15	-0.8	9	-11[20 µM]	-1.1
O=C(COc1ccc(Cl)cc1)N1CCN(c2ncccn2)CC1	-20	26	0.46	-4	-24	0.5	4	-25	1.4
Cc1ccc(Cn2nc(C)c(NC(=O)c3cc(-c4ccc5c(c4)OCO5)on3)c2C)cc1	-18	9	.	-4	-106	0.3	-16	-12	-0.6
COc1ccc(C2NCCc3sccc32)cc1 (centres undefined)	-8	19	-0.71	1	12	-0.3	5	-11	1.0
O=C1CCN(S(=O)(=O)c2ccccc2)CCN1CCOCc1ccc(F)cc1	-18	15	-0.13	11	0	.	0	-25	.
CC(C)c1nc(SCC(=O)N2c3ccccc3CC2C)c2ccccc2n1 (centres undefined)	5	13	-1.7	-2	-13	-0.9	-16	-6[20 µM]	-3.4
COc1cccc(Cn2nnc(C(=O)Nc3cc(Cl)ccc3OC)c2N)c1	6	17	.	-2	8	-0.1	-9	-28	1.6
CN(C1CCCCC1)S(=O)(=O)c1ccc(S(=O)(=O)N2CCCC2)cc1	-9	-2	-0.24	0	49	7.0	-5	-17[20 µM]	3.0
CCCCN1C(=O)C(O)=C(C(C)=O)C1c1ccccc1[N+](=O)[O-] (centres undefined)	-5	17	-0.99	-17	-23	1.1	2	-28	1.1
COc1ccccc1N1C(=O)C2C3CC(c4ccccc4)C(C3)C2C1=O (centres undefined)	-3	7	0.11	3	-8	-0.2	-12	-11	-1.5
O=C1CN(C(=O)COC(=O)/C=C/c2ccco2)c2ccccc2N1	-11	15	-0.49	-13	-8	1.2	-6	-6	1.7
N#Cc1c2n(c3c(=O)n(Cc4ccc(Cl)cc4)cnc13)CCCC2	-15	-5	.	5	-6	0.0	14	-6	0.4
COc1ccc(OC)c(NC(=O)C2CCN(c3nc(C)cc(C)n3)CC2)c1	-7	17	-0.31	-3	-17	0.2	-10	-26	1.4
C=CCn1c(COc2ccc(CC)cc2)nnc1SCC(=O)N(C)C1CCS(=O)(=O)C1 (centres undefined)	-22	-11	-0.23	-16	9	0.1	-8	-18	-0.7
COc1ccc(C2c3c(oc4ccccc4c3=O)C(=O)N2c2ccc(C)cn2)cc1OC (centres undefined)	7	-3	-1.7	-9	1	0.5	2	-23	0.5
CCc1ccc(NC(=O)C(C)Oc2nnc(-c3cccs3)c(-c3cccs3)n2)cc1 (centres undefined)	-39	-24	.	-8	-29	-0.1	-6	-25[20 µM]	-1.8
O=C(O)c1cccc(CSc2nnc(-c3ccco3)o2)c1	-10	33	-0.05	-4	-4	1.4	-1	-12[20 µM]	-0.4
O=C1Nc2ccccc2C(=O)N2CCCCC12 (centres undefined)	-15	0	-0.96	-3	5	0.5	-7	-21	1.8
CCc1nc2ccccc2n1CC(O)COCC1CC=CCC1 (centres undefined)	-6	3	0.38	-2	-4	0.8	4	-21	0.1
CNC(=O)c1ccc(-c2ccc(Cl)c(Cl)c2)s1	1	19	1.6	-11	-35	0.4	0	-19	0.6
Cc1ccc(C(=O)NCC(=O)NC2CCCC2)cc1	-1	16	-0.72	2	6	0.6	1	-8	0.5
CCOC(=O)c1ccc(Oc2cc(C)nc(SC)n2)cc1	-24	-10	-1.1	1	-7	0.2	-4	6[20 µM]	-1.8
O=C(O)CCC(=O)NNC(=O)c1ccc(-c2ccccc2)cc1	15	-2	1.3	-8	-19	1.0	-3	-14	-0.1

An excerpt from above in order of their number in Furin inhibitor, lowest first:
molecule | EBV gp42 block | KCC2 mod | TbHK1 inh | m-calpain inh | TRPML3 agonist | Thrombin inh | Furin inhibitor
CCCCN1C(=O)C(O)=C(C(C)=O)C1c1ccccc1[N+](=O)[O-] (centres undefined) | -5 | -0.99 | -17 | -23 | 1.1 | 2 | -28
Nc1nc(NC(=O)CCCC(=O)O)nn1-c1ccccc1 | 5 | 0.32 | -1 | -1 | 0.6 | -11 | -24
CNC(=O)c1ccc(-c2ccc(Cl)c(Cl)c2)s1 | 1 | 1.6 | -11 | -35 | 0.4 | 0 | -19
Cc1ccc(NC(=O)C2CC(=O)N(C(C)C)C2)cc1Cl (centres undefined) | -12 | 0.65 | 8 | -1 | 0.7 | 2 | -6

Carrying on.
SMILES	EBV gp42 block	PPC-1+TRAIL kill	KCC2 mod	TbHK1 inh	m-calpain inh	TRPML3 agonist	Thrombin inh	Furin inhibitor	TRPN1 ag
COc1cc2c(cc1OC)CN(C(=O)COc1ccc(C#N)cc1)CC2	2	7	-0.6	-3	-55	-0.3	-19	1[20 µM]	1.3
CC(NC(=O)c1ccco1)C(c1cccs1)N1CCOCC1 (centres undefined)	-3	3	.	-1	-25	-0.5	1	-19	0.9
COc1ccc(CNC(=O)Cc2c(C(=O)O)[nH]c3ccccc23)cc1	-3	12	-0.2	0	-23	-0.5	1	-11[20 µM]	1.1
COc1cccc(C=NCCNC(=O)c2nonc2N)c1O	-11	0	.	-4	101*	0.1	0	-16	0.3
COc1ccc(/C=C/C(=O)O/N=C(\N)c2ccccc2)cc1OC	-10	28	1.6	-28	-3	0.0	0	3	-0.1
O=C(c1ccccc1-c1ccccc1)N1CCOCC1	-18	17	.	-5	-13	0.9	4	-16[20 µM]	-0.5
COc1ccc(C2C(C(=O)N3CCOCC3)=C(C)NC3=C2C(=O)CC(C)(C)C3)cc1O (centres undefined)	-10	14	-0.023	0	-55	0.2	-2	-18[20 µM]	0.3
COc1ccc(CCN2C(=S)N(C)C(=O)C2CC(=O)Nc2ccc(F)cc2)cc1 (centres undefined)	20	7	-0.29	-3	15	1.9	-1	-16	4.9
O=C(CSc1n[nH]c(=O)n1-c1cccnc1)N1CCOCC1	-15	10	-0.44	-6	6	-0.8	-5	-9	-1.2
COc1ccc2c(c1OC)C(=O)NC(C)=C(C(=O)OC(C)(C)C)C2O (centres undefined)	-14	18	-0.42	-21	-13	0.2	6	0[20 µM]	1.8
CCN(CC)C(=O)NC(c1ccc(C)c(F)c1)C(Cl)(Cl)Cl (centres undefined)	4	-10	0.18	0	22	9.4	-4	-8	1.4
CCCCOc1ccc(NC(=O)C2OC3OC(C)(C)OC3C3OC(C)(C)OC23)cc1 (centres undefined)	-6	-12	0.25	38	4	1.1	-2	-14	0.4
Cc1cc(/C=N/NC(=O)c2cccnc2)c(C)n1CC(C)C	-21	4	-0.41	-18	14	0.6	1	-13	2.0
O=C(NCCCn1ccnc1)c1cc(-c2cccs2)on1	-4	11	.	4	14	0.8	-9	-18	1.5
Cc1cccc(NC(=O)C2CCCN2S(=O)(=O)c2cccc3cccnc23)c1 (centres undefined)	6	5	.	6	-1	0.0	-9	-20	-0.2
CCOc1cc(NC(=O)C2CCCO2)c(OCC)cc1NC(=O)C1CC1 (centres undefined)	-10	4	0.37	6	13	0.1	-3	-32	-0.9
O=C(CN1C(=O)C2C3c4ccccc4C(c4ccccc43)C2C1=O)Nc1ccccc1C(=O)O (centres undefined)	4	28	0.67	1	-20	0.8	-5	-32	-2.3
Cc1ccc(COC(=O)c2nn(C)c(=O)c3ccccc23)cc1	-9	12	0.67	-5	10	1.5	4	-17	0.7
CN(C)/C=C/C(=O)c1cc(F)cc(C(F)(F)F)c1	2	6	-0.29	-25	-3	1.7	-1	-12	3.4
CC(c1ccccc1)C1C(C#N)=C(N)OC2=C1C(=O)CC(C)(C)C2 (centres undefined)	-2	17	.	2	16	0.7	1	-9	3.7
COc1ccc(C/C(C)=N/NC(=S)Nc2ccc(C(C)C)cc2)cc1	-6	10	0.37	3	-6	0.2	-6	-14	-0.5
Cc1cc2nnc(SC3CCOC3=O)n2c2ccccc12 (centres undefined)	-19	9	0.5	-3	-20	1.2	-6	-4	0.9
O=c1[nH]nc(CNc2ccc(OC(F)(F)F)cc2)c2ccccc12	-3	7	-0.37	-2	28	0.2	-13	-20	0.1
Cc1ccc(N2CCN(C(=S)Nc3ccccc3)CC2)cc1	6	28	-0.62	-3	14	0.7	-14	-13	-1.5
CCN(CC)S(=O)(=O)c1ccc(C)c(N=C=S)c1	-19	26	-0.52	4	18	0.2	-12	-22	-0.2
O=C(Cn1nc(C(=O)O)c2ccccc2c1=O)NCc1ccco1	-24	3	0.2	4	13	0.9	0	-25	-0.1
